# Compound activity: PubChem BioAssay, several laboratories
# PfHsp90 yeast 2: growth inhibition of PfHsp90-expressing yeast, primary screen, antimalarial PfHsp90 inhibitor project, S. cerevisiae, BacTiter-Glo luminescence, single point, set 2; BacTiter-Glo ATP, 48 h; yeast lacking PDR1 and PDR3 efflux regulators; inhibition, % at 9.4 µM; 0.32% of 310,000 active; AID 504621, 2011;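 active = every replicate shows inhibition above about 80%, whatever the replicate mean, limit read from the data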;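 also: 0% = DMSO neutral controls and 100% = 20 µM radicicol positive controls; yeast relying on Plasmodium falciparum Hsp90 in place of its own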
# Mot1-301 SUMO: yeast Mot1-301 growth rescue at high temperature, primary screen, SUMOylation pathway inhibitor project, S. cerevisiae, ATP luminescence, 38.5C; S. cerevisiae Mot1-301 growth rescue; percent above DMSO median, 100 means doubled; 1% of 320,000 active; growth rescue, % at 18.8 µM;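 active = every valid replicate shows activation above 250% relative to neutral control wells; inactive = the rest, any valid replicate at or below 250%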;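 also: OY570 slx delta 5 strain wells were the positive control but not used for scaling; some compounds called inactive have numbers as strong as hits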
# Ecoli viability: E. coli V3065 growth inhibition, primary screen, counter-screen for AddAB inhibitor project, absorbance, OD600; 0.27% of 330,000 active; 18 h; AID 449728, 2010; inhibition, % at 11.9 µM;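 active = inhibition above the campaign's mean inhibition across all tested compounds plus 3 SD, cut at about 9.9% in these data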;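 also: uninfected addAB+ strain grown without phage in ampicillin broth; 0% = DMSO wells and 100% = ciprofloxacin 0.95 µg/ml wells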
# Tat transport: E. coli Tat export inhibitors, primary screen, MC4100, TorA-mCherry reporter, fluorescence, single point; 0.036% of 340,000 active; inhibition, % at 10 µM;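 active = mean replicate inhibition at least 50% and at least half of replicates individually reaching 50%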;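 also: exported cargo escapes ClpAP degradation while cytoplasmic cargo is degraded and loses fluorescence; 0% = median of neutral control wells and 100% = median of NaSCN control wells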
# AddAB inh: growth inhibition of E. coli expressing H. pylori AddAB, primary screen, AddAB inhibitor project, absorbance | inhibition, % at 11.9 µM | 0.29% of 330,000 active | AID 435030, 2010; in the data active = inhibition above about 12%;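 also: 0% = vehicle wells of infected cells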
# MOR-DOR inv ag: inverse agonists of MOR-DOR heterodimerization, primary screen, cell-based, luminescence; cell-based MOR-DOR heterodimer luminescence, inverse agonism; inhibition, % at 9.3 µM; AID 504357, 2011; 0.21% of 340,000 active; in the data active = inhibition above about 22%, passing the limit was not always enough;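 also: 0% = cells with DMSO and 100% = wells without cells with DMSO; values of inactives mirror those of a sister screen read the other way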
# Target sequence (P35372 whole entry, looked up): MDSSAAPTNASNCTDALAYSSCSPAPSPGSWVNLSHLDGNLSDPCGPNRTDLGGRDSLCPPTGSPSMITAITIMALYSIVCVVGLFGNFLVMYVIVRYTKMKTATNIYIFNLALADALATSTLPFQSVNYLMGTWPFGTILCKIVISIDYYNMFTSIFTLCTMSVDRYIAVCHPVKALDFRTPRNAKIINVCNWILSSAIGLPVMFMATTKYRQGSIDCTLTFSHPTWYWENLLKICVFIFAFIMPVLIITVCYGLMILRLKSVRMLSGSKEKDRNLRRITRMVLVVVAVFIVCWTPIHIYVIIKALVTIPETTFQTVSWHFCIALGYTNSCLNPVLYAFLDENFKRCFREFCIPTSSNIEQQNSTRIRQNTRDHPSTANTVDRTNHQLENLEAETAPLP
# Target sequence (P41143 whole entry, looked up): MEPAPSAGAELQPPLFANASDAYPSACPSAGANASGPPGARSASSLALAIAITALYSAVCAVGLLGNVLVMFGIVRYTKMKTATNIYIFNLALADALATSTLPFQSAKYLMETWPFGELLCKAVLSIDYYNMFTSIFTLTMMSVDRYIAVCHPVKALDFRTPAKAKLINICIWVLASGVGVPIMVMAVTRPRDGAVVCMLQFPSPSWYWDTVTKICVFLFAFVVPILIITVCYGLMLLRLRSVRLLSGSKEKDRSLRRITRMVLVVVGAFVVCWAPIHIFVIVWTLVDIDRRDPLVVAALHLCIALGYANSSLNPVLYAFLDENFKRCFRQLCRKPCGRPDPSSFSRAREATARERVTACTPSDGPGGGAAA
# Arr AP2 block: inhibitors of beta-arrestin/AP2 binding, primary screen, biochemical, GPCR trafficking, flow cytometry; beta-arrestin 1 C-terminal peptide binding to AP2 beta2-adaptin appendage (human); 0.31% of 340,000 active; FITC-arrestin peptide / GST-AP2 beads; AP2 beta2 appendage carries R879A mutation; inhibition, % at 10 µM;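 active = inhibition above a set limit, near 3 SD of compounds lacking own fluorescence, cut at about 54% in these data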;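 also: plate controls were DMSO wells for no effect and 5 µM unlabelled arrestin peptide for full effect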
#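 System: GST-AP2 R879A glutathione beads; medium: PBS, Tween 20 0.05%, BSA 0.1%; reagent: fluorescein-tagged arrestin peptide at 50 nM final; schedule: pre-incubation 12 min, peptide binding 1 h, room temperature; detection: flow cytometry, FL1 (488/535 nm); read-out: inhibition as reduced fluorescein signal on beads, percent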
# Pemphigus Ab inh: inhibitors of pemphigus antibody binding to DSG3, primary screen, biochemical, bead-based, flow cytometry, scFv-GFP; Desmoglein-3 (Homo sapiens), P32926; DSG3-coupled beads, scFv-anti-DSG3-GFP binding; stronger effect = lower value; binding (percent of control), % at 10 µM; 0.48% of 310,000 active; AID 588358, 2011;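 active = binding more than 3 SD below its plate's average and above zero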;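 also: hits lower antibody fragment binding to DSG3; some compounds called inactive have numbers as strong as hits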
# MOR-DOR ag: agonists of OPRM1-OPRD1 heterodimerization, primary screen, cell-based, luminescence; cells; 0.3% of 340,000 active; activation, % at 9.3 µM; Mu-type opioid receptor (Homo sapiens) + Delta-type opioid receptor (Homo sapiens), …; in the data active = activation above about 18%;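 also: 0% = vehicle-treated cells and 100% = reference agonist; values of inactives mirror those of a sister screen read the other way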
# phage Ecoli inh: growth loss of phage-infected E. coli, primary screen, RecBCD inhibitor project, absorbance, with phage, HTS; 0.26% of 360,000 active; inhibition, % at 11.9 µM; in the data active = inhibition above about 11%
# PKA-R1A activ: activators of PKA-R1A holoenzyme, primary screen, biochemical, fluorescence polarization, Cy5-IP20, bovine R1A, mouse PKAc. cAMP-dependent protein kinase type I-alpha regulatory subunit (Bos taurus) + …. PKA-R1A dissociation; scaled: DMSO 0%, 113 µM cGMP 100%. activation, % at 11.4 µM. 0.083% of 340,000 active;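 active = percent activation above the mean of all tested compounds plus 3 SD, cut at about 19% in these data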;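 also: higher means more PKAc released from R1A so a rise in polarization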
# Numbers without * were called inactive; nt = not tested or not shown.
no.	structure	PfHsp90 yeast 2	MOR-DOR ag	AddAB inh	Ecoli viability	Tat transport	Pemphigus Ab inh	MOR-DOR inv ag	phage Ecoli inh	PKA-R1A activ	Mot1-301 SUMO	Arr AP2 block
1	O=C(Cn1cc([N+](=O)[O-])cn1)Nc1nccs1	-4.0	-3.4	0.2	-0.2	-0.1	97.7	17.0	1.1	-3.1	-4.1	8.4
2	COc1ccc(CNC(=O)c2csnn2)cc1	-3.1	-1.2	-0.9	-0.4	-7.3	108.8	6.5	3.4	5.5	-4.7	26.0
3	COC(=O)[C@@H]1C[C@@]2(O)[C@@H](O)[C@@H](O)[C@@H](O)C[C@H]2N1C/C=C/c1ccccc1	-7.4	-4.2	3.9	0.5	-6.2	105.3	19.4	0.2	9.5	-15.8	1.8
4	O=C1CC(c2ccccc2)CC(O)=C1C=NCCc1ccccc1 (stereo unspecified)	14.5	0.8	0.1	0.4	-9.8	nt	-3.9	0.2	-2.8	-8.4	-8.5
5	CSc1ncccc1C(=O)OCn1nnc2ccccc2c1=O	-2.9	-3.4	2.1	-0.7	-4.5	111.3	17.5	-0.5	1.5	8.4	2.3
6	COc1ccc2c(-c3ccccc3)cc(SC(C)C(N)=O)nc2c1 (stereo unspecified)	-40.8	17.6	3.6	3.5	0.7	100.4	-88.1	4.3	-6.0	-21.1	-0.2
7	C=CCn1c(SCC(=O)N(CC)C2CCS(=O)(=O)C2)nc2sc3c(c2c1=O)CCC3 (stereo unspecified)	-5.2	1.0	-2.3	-2.6	-3.0	96.7	-4.5	1.8	1.1	12.1	39.2
8	Cc1cc(C)nc(N/N=C/c2c(CO)cnc(C)c2O)n1	-7.1	-1.0	2.6	-1.8	5.1	109.2	5.5	3.2	8.6	-13.0	-3.8
9	Cn1c(Cl)c(/C=N/OC(=O)c2ccccc2Cl)c2ccccc21	-17.5	2.1	3.2	-3.2	2.1	106.8	-10.8	3.7	5.8	-5.2	54.1*
10	COc1ccc(/C(O)=C2/C(=O)C(=O)N(c3ccccn3)C2c2cccc(Cl)c2)cc1 (stereo unspecified)	6.6	-1.3	2.1	-1.3	-9.8	89.8	7.6	2.5	-7.3	-15.4	2.6
11	O=C1C=CC(=O)c2c(O)c(CO)c(CO)c(O)c21	-6.0	3.2	nt	nt	-8.6	25.2*	-14.1	0.3	16.6	nt	57.8*
12	CC(C)C[C@H]1CN([C@@H](CC(C)C)CN2CCCC2CN2C(=S)NC[C@@H]2Cc2ccc(O)cc2)C(=S)N1CC1CCCCC1 (stereo partly specified)	-28.6	-0.8	nt	nt	-2.1	102.2	3.8	-1.2	-8.0	nt	-4.2
13	CN(CCc1cnn(C)c1)Cc1nc(CC2CC2)no1	-34.1	-2.3	0.3	-1.3	2.5	87.5	11.9	3.2	-4.7	89.1	-25.4
14	C=CCn1c(C(C)NC(=O)c2ccc(C)cc2)n[nH]c1=S (stereo unspecified)	19.9	-1.5	-0.1	0.9	3.6	90.2	7.6	3.7	-15.5	2.9	3.6
15	NS(=O)(=O)c1ccc(CCNC(=O)CNC(=O)COc2ccccc2)cc1	-2.8	-0.9	-1.2	-1.3	2.1	97.4	4.0	0.7	4.3	9.4	11.8
16	COc1cccc(NC(=O)CN2C(=O)NC(C)(CC(C)C)C2=O)c1 (stereo unspecified)	8.9	-0.9	1.9	-0.1	-4.7	nt	4.1	1.7	6.4	5.5	33.5
17	COc1ccc(N2CCCC2=N)c(OC)c1	9.3	-1.5	1.1	-1.2	-5.6	104.1	7.5	1.5	2.4	0.2	-9.9
18	COc1ccc(CC(=O)NNC(=O)c2cccnc2)cc1OC	-9.2	-1.0	4.4	-0.9	1.4	87.4	6.5	5.2	9.0	-6.7	-8.7
19	Cc1ccc(OCC(=O)Nc2ccc(N3CCN(S(C)(=O)=O)CC3)cc2)c(C)c1	nt	0.0	-0.3	-1.4	-4.1	112.5	0.1	-1.4	-4.5	5.2	5.2
20	CCOC(=O)c1ccc(N2C(=O)CC(N3CCC(O)(c4ccc(Cl)cc4)CC3)C2=O)cc1 (stereo unspecified)	101.3*	3.9	0.2	-2.9	0.7	114.0	-23.1	1.4	-6.6	0.5	0.8
21	CC(=O)NC(Cc1ccc(C)cc1)C(=O)NC1CCN(C(=O)c2cnccn2)CC1 (stereo unspecified)	nt	-0.1	1.5	1.8	-5.5	101.5	0.8	-0.4	-3.8	-2.2	7.2
22	CN(Cc1ccc(Cl)c(Cl)c1)C(=O)C1CSC2(C)CCC(=O)N12 (stereo unspecified)	-31.3	-1.6	0.1	-1.4	6.8	96.8	6.2	5.0	5.9	-1.6	-2.3
23	Nc1ncnc2c1ncn2C1C=C(CO)C(O)C1O (stereo unspecified)	32.5	-2.0	nt	nt	-2.0	87.6	10.3	nt	-10.2	nt	10.2
24	O=C(CN1C(=O)c2ccccc2C1=O)OCc1nc2ccsc2c(=O)[nH]1	-9.3	-2.7	1.1	0.2	5.1	nt	10.9	3.0	-15.1	-3.6	-12.6
25	FC(F)(F)c1cc(CCN2CCNC[C@@H]2CC2CCCCC2)cc(C(F)(F)F)c1	10.3	9.3	1.4	0.7	16.9	109.1	-52.4	0.6	-7.9	29.9	5.8
26	CCCOc1ccc(-c2c(C(=O)N/N=C/c3ccco3)nnn2-c2nonc2N)cc1	3.9	-0.5	2.7	2.1	-1.7	nt	2.8	5.0	-7.1	3.2	-11.6
27	CCOc1ccccc1NC(=O)COc1ccc2ccc(=O)oc2c1	-14.9	2.5	2.9	-0.1	-12.5	106.8	-20.5	1.7	1.2	-6.7	6.4
28	O=C(O)c1cccc2c1-c1c(cccc1[N+](=O)[O-])C2	nt	-0.1	nt	nt	-9.3	92.0	0.8	2.5	0.6	nt	40.0
29	Cc1ccc(N=Nc2ccc(O)cc2)c(Br)c1	115.6*	0.1	1.2	0.4	-14.5	117.0	-0.5	1.7	-8.8	-20.3	0.9
30	CCCCC(=O)Nc1cc(NC(=O)CCCC)cc(C(=O)O)c1	1.9	0.9	4.1	-2.2	-0.5	80.6	-5.8	-0.9	-8.4	-0.4	35.6
31	CCn1c(SCC(=O)N2CCC(C(N)=O)(N3CCCCC3)CC2)nc2ccccc2c1=O	-0.6	-1.4	nt	nt	-7.4	108.7	7.9	1.9	3.3	nt	7.3
32	CCc1nnc(NC(=O)CSc2nnc3scc(-c4ccc(C)cc4)n23)s1	2.3	-1.3	0.3	1.8	0.5	100.7	7.4	1.6	-0.2	-21.5	1.4
33	O=C(NCC(=O)N1CCN(c2ncccn2)CC1)c1ccccc1OC(F)F	22.1	-1.2	-2.9	-3.9	5.3	115.4	6.1	2.5	5.3	-4.7	2.7
34	O=C(Nc1ccc(C(=O)N2CCCC2)cc1)c1ccccc1Br	1.1	-2.2	3.9	0.5	-1.9	107.3	11.6	4.0	2.8	-8.7	6.1
35	COCCNc1cc(C)nc2ccccc12	10.2	-2.0	3.0	-0.2	-9.0	110.8	8.1	0.0	-1.3	79.3	4.9
36	COc1cccc(NC(=O)CCCCCn2nnc3ccccc3c2=O)c1	7.5	-0.8	1.0	1.8	-0.2	99.7	4.2	0.7	-0.2	-8.8	41.5
37	CC(=O)c1c(C)[nH]c(C(=O)OCC(=O)N2CCc3ccccc3C2)c1C	15.3	-0.2	0.0	2.5	0.9	nt	0.7	3.2	5.4	-5.9	9.6
38	[O-][n+]1c2c(nn1-c1ccccc1)/C(=N/O)CCC2	15.0	-4.5	0.1	-0.6	-3.2	94.8	20.7	5.5	7.2	12.3	-3.1
39	CCOC(=O)Cc1cc(=O)n2[nH]c(C)c(C#N)c2n1	-30.4	-5.3	4.2	-0.4	2.3	125.3	24.6	1.6	3.0	130.7	5.0
40	Cc1ccc(-n2nc3c(=O)n(CC(=O)NC4CCCCCC4)nc(C)c3c2C)cc1	-10.6	-0.5	-0.3	-1.8	-2.3	nt	2.9	1.6	-10.1	0.0	8.2

# From no. 31 up to 34, copied from above:
no.	structure	PfHsp90 yeast 2	MOR-DOR ag	AddAB inh	Ecoli viability	Tat transport	Pemphigus Ab inh	MOR-DOR inv ag	phage Ecoli inh	PKA-R1A activ	Mot1-301 SUMO	Arr AP2 block
31	CCn1c(SCC(=O)N2CCC(C(N)=O)(N3CCCCC3)CC2)nc2ccccc2c1=O	-0.6	-1.4	nt	nt	-7.4	108.7	7.9	1.9	3.3	nt	7.3
32	CCc1nnc(NC(=O)CSc2nnc3scc(-c4ccc(C)cc4)n23)s1	2.3	-1.3	0.3	1.8	0.5	100.7	7.4	1.6	-0.2	-21.5	1.4
33	O=C(NCC(=O)N1CCN(c2ncccn2)CC1)c1ccccc1OC(F)F	22.1	-1.2	-2.9	-3.9	5.3	115.4	6.1	2.5	5.3	-4.7	2.7
34	O=C(Nc1ccc(C(=O)N2CCCC2)cc1)c1ccccc1Br	1.1	-2.2	3.9	0.5	-1.9	107.3	11.6	4.0	2.8	-8.7	6.1

# Following part
no.	structure	PfHsp90 yeast 2	MOR-DOR ag	AddAB inh	Ecoli viability	Tat transport	Pemphigus Ab inh	MOR-DOR inv ag	phage Ecoli inh	PKA-R1A activ	Mot1-301 SUMO	Arr AP2 block
41	CC(=O)Nc1sc(C)c(C)c1C(=O)OCC(=O)NC(C)c1ccccc1 (stereo unspecified)	19.7	-1.8	nt	nt	0.3	103.0	9.0	4.0	-23.8	nt	-1.7
42	CCc1ccc2nc(N(CCN(C)C)C(=O)c3ccc4ncsc4c3)sc2c1	nt	4.0	3.1	0.4	-0.7	nt	-22.7	1.7	0.1	10.8	3.1
43	CCc1cc(-c2[nH]ncc2-c2ccc3c(c2)OCO3)c(O)cc1O	-11.7	4.3	1.5	0.7	13.1	99.8	-24.9	2.8	-21.1	-1.8	3.7
44	Cn1cnnc1SCCC(=O)Nc1ccccc1	-28.0	3.3	-1.6	-0.4	14.6	104.7	-17.6	2.0	4.2	-1.2	0.1
45	O=C(CSc1nnc(Cc2cccs2)n1Cc1ccco1)Nc1cc(Cl)cc(Cl)c1	-36.2	1.3	5.5	0.4	4.9	nt	-6.7	2.4	-9.8	-13.5	3.5
46	C[C@H](NC(=O)c1ccccc1Cl)C(=O)OCC(=O)N1CC2(C)CC1CC(C)(C)C2 (stereo partly specified)	3.2	-2.5	-2.6	-2.0	-3.4	85.7	16.0	3.5	-0.7	51.1	-13.8
